M4 antag – CHRM4 antagonism in calcium assay; P08173; CHO-hM4 cells, ACh EC80, Fluo-8 calcium fluorescence; inhibition, % at 3 µM; actives 0.73% (n = 360,000);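 active means inhibition above its plate's cutoff, the mean inhibition of sample wells plus 3 SD, cut at about 27% in these data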;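 further: 0% = acetylcholine EC80 with DMSO and 100% = DMSO without agonist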
Target sequence (P08173 whole entry, looked up): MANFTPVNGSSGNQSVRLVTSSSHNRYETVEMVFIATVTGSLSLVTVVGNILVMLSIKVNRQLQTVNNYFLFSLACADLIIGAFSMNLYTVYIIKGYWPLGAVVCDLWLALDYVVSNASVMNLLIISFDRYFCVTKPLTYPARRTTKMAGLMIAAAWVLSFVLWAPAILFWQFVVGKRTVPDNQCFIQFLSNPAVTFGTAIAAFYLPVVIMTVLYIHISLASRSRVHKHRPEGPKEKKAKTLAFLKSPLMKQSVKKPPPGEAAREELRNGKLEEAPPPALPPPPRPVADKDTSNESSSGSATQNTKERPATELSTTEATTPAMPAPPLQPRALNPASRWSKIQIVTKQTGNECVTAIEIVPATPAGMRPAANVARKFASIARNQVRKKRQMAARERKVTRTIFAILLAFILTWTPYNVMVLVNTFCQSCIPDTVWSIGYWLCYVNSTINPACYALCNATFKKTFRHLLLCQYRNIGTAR
M4 ag – CHRM4 agonism in calcium assay; AID 624127; CHO-K1 hM4/Gqi5, Fluo-8 calcium fluorescence; vehicle 0%, full acetylcholine response 100%; actives 0.14% (n = 360,000); activation, % at 3 µM;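 active means activation above the run mean over all test wells plus 3 SD, cut at about 32% in these data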;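 further: peak over basal fluorescence ratio per well then scaled between controls; 0% = DMSO wells and 100% = acetylcholine at EC100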
M1 antag – blocks human M1 muscarinic receptor; CHO-K1 hM1, Fluo-8 calcium fluorescence, ACh EC80 antagonist; actives 1.3% (n = 360,000); inhibition, % at 3 µM; P11229; AID 588852;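 active means percent inhibition above its own plate's cutoff, namely the mean of that plate's compound wells plus 3 SD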;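 further: peak over basal fluorescence ratio during 140 s after agonist addition; 0% = ACh EC80 plus DMSO and 100% = DMSO alone without agonist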
M5 ag – agonists of human muscarinic M5 receptor (CHRM5) | activation, % at 3 µM | actives 0.19% (n = 360,000) | P08912 | CHO-K1 hM5 cells, Fluo-8 calcium fluorescence; 0% DMSO wells, 100% maximal acetylcholine response;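 active means activation above the run's mean over test compounds plus 3 SD, cut at about 23% in these data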;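 further: signal is peak over basal fluorescence ratio across the kinetic read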
Target sequence (P08912 whole entry, looked up): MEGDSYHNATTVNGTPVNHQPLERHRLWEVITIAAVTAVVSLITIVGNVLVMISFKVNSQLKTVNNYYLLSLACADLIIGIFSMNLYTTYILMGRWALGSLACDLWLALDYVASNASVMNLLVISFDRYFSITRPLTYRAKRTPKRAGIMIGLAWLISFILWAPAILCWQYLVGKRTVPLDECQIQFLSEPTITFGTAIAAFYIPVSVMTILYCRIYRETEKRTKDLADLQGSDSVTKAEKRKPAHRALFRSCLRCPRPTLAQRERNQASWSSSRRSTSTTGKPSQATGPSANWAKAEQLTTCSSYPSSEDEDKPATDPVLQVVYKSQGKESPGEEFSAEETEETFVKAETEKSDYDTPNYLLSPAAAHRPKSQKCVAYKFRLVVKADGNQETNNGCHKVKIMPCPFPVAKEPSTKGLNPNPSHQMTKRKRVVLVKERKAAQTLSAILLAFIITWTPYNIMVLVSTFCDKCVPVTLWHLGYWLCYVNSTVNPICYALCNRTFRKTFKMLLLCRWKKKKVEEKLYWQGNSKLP
M5 antag – blocks acetylcholine activation of human M5 receptor. P08912. CHO-hM5 cells, Fluo-8 calcium fluorescence, ACh EC80. inhibition, % at 3 µM. actives 0.59% (n = 360,000);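 active means inhibition above a per-plate cutoff, the mean of that plate's test compounds plus 3 SD, cut at about 27% in these data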;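 further: 0% = acetylcholine EC80 with DMSO and 100% = DMSO without agonist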
CHRM5 PAM – positive allosteric modulators of human muscarinic M5 receptor; CHO-K1 hM5, Fluo-8 calcium, ACh EC20 PAM; 0% = ACh EC20, 100% = ACh EC100; activation, % at 3 µM; actives 0.3% (n = 360,000); AID 624038;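 active means activation above the run cutoff, the mean activation of all test compounds plus 3 SD, cut at about 18% in these data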
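system = human M5 receptor in CHO-K1 cells | reagent = EC20 acetylcholine as agonist stimulus | compound dosing = single-point, 3 µM nominal | incubation = Fluo-8 loading 80 min at 37 °C plus 30 min room temperature | detection = Fluo-8 calcium dye fluorescence, kinetic read | benchmarks = low control EC20 acetylcholine (0%), high control EC100 acetylcholine (100%)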
CRFBP-R2 agonist – CRF-BP/CRF-R2 complex agonism. HEK293 CRF-R2/CRF-BP, calcium dye fluorescence (FLIPR); percent of saturating CRF peptide response. activation, % at 13.2 µM. actives 0.46% (n = 350,000);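 active means activation of at least 50%, plus an integration ratio under a set limit after plate pattern correction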;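 further: plate controls were neutral control wells without compound for no effect and CRF at EC100 for full effect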
M1 PAM – potentiates human M1 receptor response to acetylcholine | P11229 | CHO-K1 hM1, Fluo-8 calcium fluorescence, ACh EC20; 0% = ACh EC20, 100% = maximal ACh | activation, % at 3 µM | actives 0.088% (n = 360,000); in the data active means activation above about 19%, passing the limit was not always enough
CHRM4 PAM – CHRM4 positive allosteric modulation; P08173; AID 624126; actives 0.4% (n = 360,000); CHO-K1 hM4/Gqi5, Fluo-8 calcium fluorescence, ACh EC20; 0% = ACh EC20, 100% = maximal ACh; activation, % at 3 µM;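 active means activation above its plate's cutoff, the mean activation of sample wells plus 3 SD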; further: some results filed as inactive read as strong as hits
Numbers without * were called inactive; · = no result given.

SMILES	M4 antag	M4 ag	M1 antag	M5 ag	M5 antag	CHRM5 PAM	CRFBP-R2 agonist	M1 PAM	CHRM4 PAM
CN(CC(=O)N1CCN(c2ccccn2)CC1)S(=O)(=O)c1ccc(Cl)cc1	-5	2	-2	-1	7	-3	-0.3	4	-2
O=C(CC1Sc2ncnn2C1=O)Nc1ccc(Br)cc1 (stereo not drawn)	-15	0	-5	1	-7	-2	-1.5	-2	4
CCCCNc1oc(-c2cccs2)nc1S(=O)(=O)c1ccccc1	-4	-3	1	-8	-5	-3	-0.8	3	-7
COc1cccc(-c2ncc3ccccn23)c1	0	1	-11	-2	6	-10	-0.1	8	14
O=C(N[C@@H](Cc1c[nH]c2ccccc12)C(=O)O)C1CCN(S(=O)(=O)c2ccc(Cl)cc2)CC1	8	2	-4	-1	0	5	1.0	10	0
C[C@@H](C(=O)NCCCCCC(=O)O)n1nnc2ccccc2c1=O	0	0	-9	-1	4	-4	-0.4	6	10
CC1(C(=O)NCc2cccc3ccccc23)CCN1Cc1cc2ccccc2o1 (stereo not drawn)	1	-1	0	-3	-9	-1	·	-4	-9
CC(C)(C)NC(=O)NC12CC3CC(CC(C3)C1)C2	2	1	-3	0	5	-3	13	4	-5
O=C(NNC(=O)c1ccncc1)Nc1ccc(Cl)cc1	-6	6	-7	3	6	-10	-2.8	3	2
COC(=O)c1[nH]c2cccc(C)c2c1NC(=O)CN1CCN(c2ccccc2OC)CC1	-2	5	-21	1	-1	-6	-0.1	-3	-6
COC1=C(c2ccccc2)C(=O)c2ccccc2C1=O	6	1	-3	-2	6	-4	0.0	12	7
CCCC(=O)Nc1nnc([C@H]2C[C@H](O)[C@@H](CO)O2)s1	-5	0	-5	1	2	-5	·	0	8
CN(CC(=O)Nc1ccccc1Cl)C(=O)c1ccc(N2CCCCCC2)c([N+](=O)[O-])c1	-19	8	4	2	-2	-7	-2.4	-6	-3
CC(C)(C)N(Cc1ccccc1)C(=O)COC(=O)C1CC(=O)N(Cc2ccccc2)C1 (stereo not drawn)	-8	7	-6	1	5	-7	0.7	4	0
Cc1ccc(OCCNC(=O)c2ccc3c(c2)OCO3)cc1	-4	3	-4	-4	2	2	-0.5	6	-1
C#CCOCCOCCOCCNc1nc(N2CCN(C(=O)CCCCCCCCCCNC(=O)[C@H](CCCCN)n3cc(CCCC(=O)O)nn3)CC2)nc(N2CCN(C(=O)CCCCCCCCCCNC(=O)[C@H](CCCCN)n3cc(CCCC(=O)O)nn3)CC2)n1	2	1	-4	3	9	-1	1.3	4	1
COc1ccc(Nc2nc(C)cc(C)c2C#N)c(OC)c1	-1	1	0	0	3	-3	-0.6	6	1
CC(c1ccon1)N(C)Cc1cn[nH]c1-c1ccc(-c2ccccc2)cc1 (stereo not drawn)	-3	3	7	-1	12	-10	-0.1	-6	-9
CC(C)(c1ccccc1)c1ccc(OCCCNCCO)cc1	-2	10	-13	3	8	3	0.9	2	-2
Cc1nn(Cc2ccccc2Cl)c(C)c1NC(=O)c1noc(C(C)C)c1[N+](=O)[O-]	1	3	-7	-1	-5	13	-1.8	11	0

Molecules from the list above containing a nitro group on carbon, in the order listed:
SMILES	M4 antag	M4 ag	M1 antag	M5 ag	M5 antag	CHRM5 PAM	CRFBP-R2 agonist	M1 PAM	CHRM4 PAM
CN(CC(=O)Nc1ccccc1Cl)C(=O)c1ccc(N2CCCCCC2)c([N+](=O)[O-])c1	-19	8	4	2	-2	-7	-2.4	-6	-3
Cc1nn(Cc2ccccc2Cl)c(C)c1NC(=O)c1noc(C(C)C)c1[N+](=O)[O-]	1	3	-7	-1	-5	13	-1.8	11	0

Three compounds already listed, sorted by their value in CRFBP-R2 agonist, lowest first.
SMILES	M4 antag	M4 ag	M1 antag	M5 ag	M5 antag	CHRM5 PAM	CRFBP-R2 agonist	M1 PAM	CHRM4 PAM
COC1=C(c2ccccc2)C(=O)c2ccccc2C1=O	6	1	-3	-2	6	-4	0.0	12	7
C#CCOCCOCCOCCNc1nc(N2CCN(C(=O)CCCCCCCCCCNC(=O)[C@H](CCCCN)n3cc(CCCC(=O)O)nn3)CC2)nc(N2CCN(C(=O)CCCCCCCCCCNC(=O)[C@H](CCCCN)n3cc(CCCC(=O)O)nn3)CC2)n1	2	1	-4	3	9	-1	1.3	4	1
CC(C)(C)NC(=O)NC12CC3CC(CC(C3)C1)C2	2	1	-3	0	5	-3	13	4	-5

(further entries)
SMILES	M4 antag	M4 ag	M1 antag	M5 ag	M5 antag	CHRM5 PAM	CRFBP-R2 agonist	M1 PAM	CHRM4 PAM
COc1ccc(-c2cc(C(=O)N/N=C/c3cc(OC)c(OC)cc3OC)c3ccccc3n2)cc1	3	5	6	1	7	-10	-0.3	-1	-5
Fc1ccc(-c2noc(C3CCN(Cc4cccnc4)CC3)n2)cc1	3	4	-15	-4	5	-3	-1.1	-1	-3
Cc1cc(C)c(NS(=O)(=O)c2cccc3cccnc23)c(C)c1	-23	0	-3	0	-4	4	-3.0	2	15
CN(CCC1CCCCO1)C(=O)CCc1nnc(CCc2ccccc2)o1 (stereo not drawn)	1	0	-8	-1	0	5	-0.8	7	7
CC(=O)Oc1ccccc1-c1nc(C)nc(N(C)C(C)=O)n1	5	0	-7	-2	6	2	1.0	6	21
Cc1cccc(C)c1NC(=S)NCCSc1ccc(Cl)cc1	4	5	25	-5	7	-12	0.0	-12	-16
COc1ccc(OC)c(NC(=O)CCC(=O)Oc2ccc(C)cc2)c1	4	0	-10	-1	0	0	-0.1	9	-2
OC(CN1CCOCC1)CN(c1ccccc1)c1ccccc1 (stereo not drawn)	8	0	-1	-4	10	-3	-0.1	0	0
O=C1/C(=C/c2ccccn2)SC(=S)N1N1CCOCC1	-5	1	-1	4	5	-2	-1.2	2	-11
CCc1nc2ccc(C(=O)Nc3ccc(OC)c(OC)c3)cn2c1N(C)Cc1ccc(N(C)C)cc1	-12	6	5	0	-7	-2	·	-8	-9
O=C(O)c1ccc(/C=N\Nc2ccc(S(=O)(=O)N3CCOCC3)cc2[N+](=O)[O-])cc1	-3	1	-32	2	0	4	-0.1	5	6
Cc1ccc(S(=O)(=O)N(CC(=O)NCc2ccco2)Cc2ccc(F)cc2)cc1	-6	2	7	-4	4	-8	-0.9	-2	-2
CCOc1ccc(NC(=O)Cn2sc3nc(C)cc(C)c3c2=O)cc1	55*	18	5	6	5	-6	-0.1	5	-30
Cc1nc([N+](=O)[O-])c(C(=O)OCc2ccccc2C#N)n1C	2	1	-9	-2	-1	10	0.3	8	-2
CCOC(=O)N1CCN(C(=O)CN(Cc2ccccc2)S(=O)(=O)c2ccc(OC)c(Cl)c2)CC1	-10	5	-1	2	6	-6	-1.3	4	2
O=C1CCC(C(=O)Nc2ccccc2N2CCOCC2)=NN1	-2	1	-8	-1	8	-6	-2.2	18	-14
Cc1ccc(NC(=O)/C(=C/c2cccs2)NC(=O)c2ccco2)c(C)c1	1	1	2	2	-1	-2	-1.8	-1	4
CC(C)c1ccc(/C=C/C(=O)Nc2ccc(CN3CCOCC3)cc2)cc1	-3	7	-9	-3	-3	-7	8.0	4	-10
COc1ccccc1N(C(C)=O)C1SC(=O)N(c2ccccc2)C1=O (stereo not drawn)	-1	1	-6	0	2	1	-0.3	5	9
CCOC(=O)c1c(C)nc2c(c1-c1ccccc1)C(=O)CCC2	-1	2	-21	0	0	-3	-1.5	6	18
Cc1cc2nc3n(c2cc1C)CCCN3	17	1	34*	-23	9	-27	-0.2	-23	-12
CC(=O)OCC(=O)C1(O)CCC2C3CC(C)C4=CC(=O)C=CC4(C)C3C(O)CC21C (stereo not drawn)	0	4	-30	2	1	-1	·	5	5
CC1=C(C(=O)OC(C)C)C(c2cn(-c3ccccc3)nc2-c2cccs2)NC(=O)N1 (stereo not drawn)	-10	2	0	2	2	9	0.8	11	15
CCn1c(COc2cccc3ccccc23)nnc1SCC(=O)OC1CCCCC1	-4	1	-1	1	3	-6	-0.7	3	-4
COc1ccc(C(=O)Cn2c3ccccc3n3nc(CCC(=O)O)c(=O)nc23)cc1OC	-1	0	2	0	10	-10	0.4	-4	3
COc1ccc(C(=O)Nc2ccc(Br)cc2F)cc1S(=O)(=O)N1CCCC1	-20	8	0	-1	1	1	-2.0	-3	1
Cc1c(Cl)cccc1N1C(=O)c2ccccc2C1=O	2	-1	-15	-3	2	2	-1.0	9	1
Nc1cccc2c1C(=O)N(C(=O)/C=C/c1ccc(F)cc1)C2=O	-6	2	19	5	-13	11	3.8	-4	15
C[C@@H]1CN([C@H](C)CO)C(=O)c2c(c3ccccc3n2C)-c2ccccc2CO[C@H]1CN(C)Cc1ccc(Oc2ccccc2)cc1	-10	2	-10	1	2	-2	5.0	1	1
C[C@H](CO)N1C[C@H](C)[C@H](CN(C)C(=O)c2ccccn2)Oc2ncc(Br)cc2C1=O	-6	1	2	2	-9	5	-1.3	2	4
O=C(CCN1C(=O)/C(=C/c2ccc(F)cc2)SC1=S)NNC(=O)c1cccnc1	-11	11	6	3	7	-16	-0.8	-4	6
CCCCC(=O)Nc1ccccc1C#N	-1	0	-13	0	-2	-3	-3.3	4	0
CC(=NNC(=O)c1ccncc1)c1ccccc1O	-3	2	-10	5	-5	17	0.1	6	3
O=C(Cc1ccc(F)cc1)Nc1nnc(-c2ccc(F)cc2)o1	-4	1	-8	0	-26	13	-0.7	5	6

Single records (already shown). Order of screens: M4 antag, M4 ag, M1 antag, M5 ag, M5 antag, CHRM5 PAM, CRFBP-R2 agonist, M1 PAM, CHRM4 PAM
O=C(Cc1ccc(F)cc1)Nc1nnc(-c2ccc(F)cc2)o1 across the screens: -4, 1, -8, 0, -26, 13, -0.7, 5, 6
CC1=C(C(=O)OC(C)C)C(c2cn(-c3ccccc3)nc2-c2cccs2)NC(=O)N1 (stereo not drawn) across the screens: -10, 2, 0, 2, 2, 9, 0.8, 11, 15

Entries listed so far that bear a hit mark in M4 antag.
SMILES	M4 antag	M4 ag	M1 antag	M5 ag	M5 antag	CHRM5 PAM	CRFBP-R2 agonist	M1 PAM	CHRM4 PAM
CCOc1ccc(NC(=O)Cn2sc3nc(C)cc(C)c3c2=O)cc1	55*	18	5	6	5	-6	-0.1	5	-30

From PubChem BioAssay
